# Compound activity (PubChem)
# XiGFP reactiv: X-chromosome reactivation activator; XiGFP mouse fibroblasts, % GFP-positive cells imaging, 3 d; cells co-treated with 5-aza-dC sensitizer; scaled so ellipticine positive control = 100%; activation, % at 7.58 µM; 360,000 tested, 0.055% active; AID 743238;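 active = mean normalized replicate activation at least 10% and every replicate at or above 10%; inconclusive = only one of the two criteria met; inactive = mean below 10% and not all replicates reach 10%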;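 also: 0% = median of on-plate neutral control wells and 100% = ellipticine 6 µM median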
#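 Assay system: SV40-immortalized XiGFP fibroblast cells, line 68-5-11; buffer or medium: DMEM plus 5-aza-dC sensitizer; compound: one concentration, pinned; timing: compounds 3 days, fix/stain 15 min at room temperature; benchmarks: positive control ellipticine, 6 µM final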
# Statin myotox sup: protects C2C12 myotubes from simvastatin toxicity; ATP luminescence, 48 h; scaled: DMSO 0, geranylgeraniol control 100; rescue of ATP level, % at 7.49 µM; 330,000 tested, 0.78% active; AID 602340;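 active = mean ATP rescue above about 67%, or every replicate alone reaching that limit, limit read from the data, passing the limit was not always enough; inconclusive = no clear call, values can overlap the other calls; inactive = mean under the limit and some replicate under it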;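 also: myotubes were challenged with 10 µM simvastatin during compound exposure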
# PGC1a acetyl inh: lowers PGC1a acetylation signal in U2OS cells | AlphaScreen anti-acetyl-lysine; with virally co-expressed GCN5 acetyltransferase | inhibition, % at 15.6 µM | 350,000 tested, 0.17% active | AID 651687;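 active = every replicate shows inhibition of at least 40%; inconclusive = mean inhibition at least 40% but some replicate below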;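 also: 0% = neutral control wells and 100% = positive control wells; some results beyond the cut were filed as inactive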
# Cneo AK release: Cryptococcus neoformans lysis via adenylate kinase release | lysis activity, % at 15 µM | C. neoformans lysis, adenylate kinase release luminescence, 4 h; normalised: neutral wells 0, clomiphene wells 100 | 360,000 tested, 0.2% active;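 active = mean lysis activity across replicates of at least 80%, whatever share of replicates individually reach that level; inactive = mean lysis activity below 80%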
#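 Material – Cryptococcus neoformans yeast cells · Quantity – 5 × 10^6 yeast cells/mL · Buffer or medium – YPD medium · Compound – single dose · Timing – 4 h static compound exposure, 37 °C, read 1 h post-reagent · Signal – adenylate kinase release luminescence · Read-out basis – lysis from increased AK signal · Benchmarks – Clomiphene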
# S100A4 MyoIIA: blocks human S100A4 binding to myosin IIA peptide; P26447; S100A4/TAMRA-MyoIIA peptide fluorescence polarization; inhibition, % at 10.7 µM; 360,000 tested, 0.14% active; AID 652163;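 active = mean inhibition of at least 70% across replicates, with every replicate also reaching that level; inconclusive = mean inhibition reaches 70% but some replicates fall short; inactive = mean inhibition below 70%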
# Target sequence (P26447 whole entry, looked up): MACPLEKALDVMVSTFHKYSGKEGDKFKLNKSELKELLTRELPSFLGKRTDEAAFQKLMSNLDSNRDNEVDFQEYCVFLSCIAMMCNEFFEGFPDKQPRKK
#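 incubation = readout 5 min after mixing, signal stable up to 60 min | system = S100A4 monomer protein | buffer or medium = HEPES pH 7.2 with CaCl2, KCl, NaCl, DTT, Triton | benchmarks = neutral control DMSO, positive control TFP | also added = fluorescent myosin IIA peptide, 5 nM | compound dosing = one concentration per compound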
# LGR2 inh: blocks bursicon-induced cAMP signaling via Drosophila LGR2 | HEK293 LGR2, CRE-luciferase, bursicon-stimulated, 4 h | inhibition, % at 9.99 µM | 380,000 tested, 0.35% active | AID 720647;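 active = drop in luminescence signal, shown as inhibition above about 50% in the replicate tests, limit read from the data, passing the limit was not always enough; inconclusive = probably only some replicates passing the limit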;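 also: agonist challenge used bursicon conditioned medium at about half maximal strength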
# SIRT5 block: sirtuin-5 (human) deacylase inhibition | Q9NXA8 | Purified SirT5, succinyl-peptide AMC, trypsin-coupled fluorescence | inhibition, % at 15 µM | 330,000 tested, 1.1% active; in the data active = inhibition above about 15%; inconclusive = no clear call, values can overlap the other calls
# Target sequence (Q9NXA8 whole entry, looked up): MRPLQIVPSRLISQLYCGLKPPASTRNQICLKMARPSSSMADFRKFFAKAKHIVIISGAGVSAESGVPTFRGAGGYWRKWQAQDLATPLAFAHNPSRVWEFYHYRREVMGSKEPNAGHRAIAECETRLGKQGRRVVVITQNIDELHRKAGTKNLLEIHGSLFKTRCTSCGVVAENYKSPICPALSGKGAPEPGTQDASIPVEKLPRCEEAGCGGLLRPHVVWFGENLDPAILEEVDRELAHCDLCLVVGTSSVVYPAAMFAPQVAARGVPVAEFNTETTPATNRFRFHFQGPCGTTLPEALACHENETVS
# ERAP1 inh: inhibitors of human ERAP1 aminopeptidase. 340,000 tested, 0.15% active. inhibition, % at 10.7 µM. Q9NZ08. recombinant ERAP1, Leu-AMC fluorescence, 60 min;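 active = mean replicate inhibition of at least 30%, or all replicates individually reaching that 30% level; inactive = mean below 30% and not every replicate reaching it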;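 also: 0% = neutral control wells and 100% = L-leucinethiol positive control wells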
# Active calls of the source: *; ? = inconclusive; . = no result given; & = joins results of further samples. A portion of the library; the hit share may differ from the screen's.
# The line under a structure holds: Statin myotox sup, ERAP1 inh, XiGFP reactiv, LGR2 inh, S100A4 MyoIIA, PGC1a acetyl inh, Cneo AK release, SIRT5 block
O=C(c1ccncc1)N1CC(=O)N2[C@H](CO)[C@@H](c3ccc(-c4ccccc4)cc3)[C@H]2C1
  ., 0, 0.1, -22, -3, 3, ., 1
CC1CCCCN1C(=S)NCc1ccccc1 (stereo unspecified)
  ., 3, -0.1, -15, 2, ., ., -4
C[C@H](CO)N1C[C@H](C)[C@@H](CN(C)S(=O)(=O)c2ccccc2)Oc2c(NC(=O)Nc3ccc4c(c3)OCO4)cccc2C1=O
  -8, -2, -0.4&0.0, -14&-26, -1&1, -2&-3, 0, 6&4
Cc1ccccc1-c1ccc([C@@H]2[C@@H](CO)N3C(=O)CN(S(C)(=O)=O)C[C@@H]23)cc1
  ., -1, 0.1, -5, -6, 4, ., -2
Cc1cccn2c(=O)c(C=O)c(N3CCN(c4ccc(F)cc4)CC3)nc12
  ., 2, 0.1, 17, -3, 4, ., -3
O=C(NCc1ccc(Cl)cc1)c1ccc(S(=O)(=O)N2CCCCC2)cc1
  -7, 1, 0.0, -9, 1, 1, 1, 2
Cn1cc(C(=O)C(=O)N2CCCC2)c2ccccc21
  7, -2, 0.0, -10, -2, ., 0, 0
O=C(Nc1cc(F)ccc1F)N1CCCCN2[C@H](CO)[C@H](c3ccc(-c4ccccc4)cc3)[C@@H]2C1
  ., -1, 0.1, 4, 2, 7, 3, 2
COc1ccc(S(=O)(=O)N2CCCC(C(=O)NCc3ccc4c(c3)OCO4)C2)cc1 (stereo unspecified)
  11, 2, 0.0, -1, -7, -3, -1, -4
CC(=O)NN1C(=O)/C(=C\c2ccc(Cl)cc2)SC1=S
  -1, 0, -0.1, -6, -1, 5, ., 0
C[C@H](CO)N1C[C@H](C)[C@H](CN(C)Cc2ccccc2)Oc2ccc(NC(=O)C3CC3)cc2CC1=O
  17, -1, 0.2, 26, 11, ., 0, 0
C[C@@H]1CN([C@@H](C)CO)C(=O)Cc2cc(NS(=O)(=O)c3ccc(Cl)cc3)ccc2O[C@H]1CN(C)Cc1ccc(Cl)c(Cl)c1
  ?, -2, 0.0, -9, 15, 5, 4, 26*
Cc1ccc(S(=O)(=O)N(C)C[C@@H]2Oc3c(NC(=O)Nc4c(C)noc4C)cccc3C(=O)N([C@@H](C)CO)C[C@H]2C)cc1
  -1, -1, -0.2, -1, -3, -2, -9, -4
Cc1ccc(-c2nnn(CC(=O)N(CC(=O)NC3CCCCC3)c3cccc(F)c3)n2)o1
  37, -4, 0.1, 5, 22, -13, 3, 0
O=C(c1ccccc1Cl)N1CCc2ccccc2C1
  38, -3, ., -14, -3, -1, 1, -4
Cc1nc2ccccc2c(=O)n1CCN1CCOCC1
  8, 0, ., 3, 1, 1, 0, -2
NNC(=O)COc1ccccc1[N+](=O)[O-]
  ., 3, -0.2, -38, -1, -3, ., 1
O=C(C[C@H]1C(=O)N(C2CCCCC2)C[C@@H]1c1ccccc1)Nc1ccc(Br)cc1
  2, 0, 0.1, 19, -6, ., -2, 2
CNC[C@@H]1OCCCC[C@H](C)Oc2ccc(N(C)C)cc2C(=O)N([C@H](C)CO)C[C@H]1C
  -30, ., 0.1, 3, ., 8, ., .
CC1CN(C(=O)CCC(=O)NCCCN2CCN(Cc3ccccc3)CC2)c2cc(Cl)ccc2O1 (stereo unspecified)
  -1, -3, 0.0, 2, -1, 4, 17, -1
CNC[C@@H]1Oc2ccc(NC(=O)c3ccncc3)cc2C(=O)N([C@H](C)CO)C[C@H]1C
  -22, 3, -0.9, 16, 26, 9, -5, -3
COc1ccccc1C1=NC(c2ccccc2)CN1c1ccccc1 (stereo unspecified)
  4, 0, 0.1, -25, -3, -1, -5, -5
Cc1ccc(-c2cc(C(=O)NCC(c3ccccc3)N(C)C)c3ccccc3n2)o1 (stereo unspecified)
  -5, -26, 0.0, -25, 6, ., -2, -2
C[C@@H]1CN([C@H](C)CO)C(=O)c2cc(C#CCN(C)C)cnc2O[C@H]1CN(C)C(=O)Cc1ccccc1
  -1, -5, -1.0, -8, -15, 1, 1, -3
Cc1ccc(S(=O)(=O)Nc2ccc3c(c2)C(=O)N([C@H](C)CO)C[C@H](C)[C@H](CN(C)C(=O)Nc2ccccc2)OCCCC[C@H](C)O3)cc1
  ., -2, 0.8, -10, -13, 0, -1, 6
CC1(C)OC2OC(C(=O)N/N=C/c3cc(Br)ccc3O)C3OC(C)(C)OC3C2O1 (stereo unspecified)
  6, -5, -0.1, 6, 2, 13, 3, -1
COCC(=O)N1C[C@@H]2[C@H](c3ccccc31)[C@@H](CO)N2C(=O)C1CCOCC1
  -20, ., -0.1, 18, ., 6, 0, .
COc1ccccc1CN(Cc1nc2ccccc2c(=O)[nH]1)C(=O)Nc1ccc(C)cc1
  24, 8, ., 17, -2, -8, -2, -3
O=C(C[C@@H]1C/C=C\C[C@H](NC(=O)OCC2c3ccccc3-c3ccccc32)C(=O)OC[C@@H]2CCCN2C1=O)N[C@H](CO)Cc1ccccc1
  -10, -3, 0.0, -4, -1, -2, 0, 1
COC(=O)C1C(O)=C(C=Nc2ccccc2)C(=O)CC1(C)C (stereo unspecified)
  ., 0, 0.0, -22, 3, ., ., -1
COCC#Cc1ccc2c(c1)O[C@@H](CN(C)S(=O)(=O)c1cccc(OC)c1)[C@@H](C)CN([C@H](C)CO)S2(=O)=O
  -19, 4, -1.3, 3, -2, -10, -3, 1
O=C(CCNS(=O)(=O)c1ccc2[nH]c(=O)oc2c1)NCc1ccc(F)cc1
  -2, -1, 0.1, 7, -1, 13, 3, 0
CS(=O)(=O)c1ccccc1C(=O)Nc1ccc2sccc2c1
  17, 1, 0.1, -1, 2, 11, 0, -3
CC(C)Cn1c(N)c(C(=O)CSc2nnc(-c3ccco3)n2C)c(=O)n(C)c1=O
  2, 0, 0.0, -15, 0, 11, -2, -1
O=C(O)c1ccc(NC2OC[C@@H](O)[C@H](O)[C@H]2O)cc1 (stereo partly specified)
  7, -1, -0.1, -8, 4, ., -1, 0
CCC(=O)Nc1ccc2c(c1)C(=O)N(C)[C@H]1CC[C@H](CC(=O)N3CCc4ccccc4C3)O[C@@H]1CO2
  -5, 0, -0.1, -2, 4, 6, -2, -1
COc1ccc(CN(C(=O)COc2ccc(C)c(C)c2)C2CCS(=O)(=O)C2)cc1OC (stereo unspecified)
  -10, 5, 0.2, -1, -3, -12, -1, 4
COCC1=C([C@H](O)c2ccccc2)[C@H](CO)[C@@H]2C(=O)N(C)C(=O)[C@@H]2C1
  ., -1, ., ., -3, 2, 0, -2
C[C@@H]1CN([C@H](C)CO)C(=O)Cc2cc(NS(=O)(=O)c3ccc(Cl)cc3)ccc2O[C@H]1CN(C)C(=O)Nc1ccc(F)cc1
  -16, ., -1.3, -10, -15, -8, 1, .
COc1cccc2c(=O)n(CC(=O)N3CCCCC3)ccc12
  7, -4, 0.2, -7, -3, ., 0, 1
Cc1cc(-c2cc(C)c(N)cc2C)c(C)cc1N
  -4, 0, 0.2, 6, -2, 18, -1, 19*
COCCNC(=O)C(c1cccnc1)N(Cc1ccc(C)cc1)C(=O)Cn1nnc2ccccc21 (stereo unspecified)
  ., 6, -0.6, -5, -3, -4, ., -3
CCCCNC(=S)N1CCN(c2nc3ccccc3s2)CC1
  ., -3, 0.2, -14, 1, -20, ., -2
CCOC(=O)c1c(/N=C/c2cccc([N+](=O)[O-])c2O)sc2c1CCC2
  ., 5, -0.3, 7, -4, 1, -1, -1
Cc1cccc(Nc2nccc(N(C)C)c2C#N)c1
  ., -6, 0.2, -26, 7, -10, -1, .
CC(C)Nc1ncnc2c1ncn2[C@H]1CN(C2CCCC2)C[C@@H](CO)O1
  4, -1, 0.0, -3, -10, 15, -1, -4
CC(C)[C@@H](C)NC(=O)N(C)C[C@H]1OCc2ccccc2-c2c(n(C)c3ccccc23)C(=O)N([C@H](C)CO)C[C@H]1C
  0, 3, -0.2, -16, 3, -15, -3, -4
CC1(C)CC(CC(=O)Nc2nccs2)(c2ccccc2)CCO1 (stereo unspecified)
  ., -1, 0.1, 6, 2, ., -2, -3
O=C(Cc1ccccc1)OCC(=O)c1cccc([N+](=O)[O-])c1
  -10, -2, 0.1, 19, -2, 6, 7, 0
COc1ccc(Cl)cc1NC(=O)CN(C)C(=O)c1cc2ccccc2cc1O
  14, -6, 0.2, 3, 1, -4, 5, 2

# Other compounds follow:
# The line under a structure holds: Statin myotox sup, ERAP1 inh, XiGFP reactiv, LGR2 inh, S100A4 MyoIIA, PGC1a acetyl inh, Cneo AK release, SIRT5 block
C[C@@H]1CN([C@H](C)CO)C(=O)c2cc(NS(=O)(=O)c3cccs3)ccc2O[C@@H]1CN(C)Cc1ccc(-c2ccccc2)cc1
  23, -4, -0.9, 14, 3, 0, 1, 13
CC(C)[C@H](NC(=O)c1ccccc1F)C(=O)NNC(=O)c1cccs1
  -3, 1, 0.0, -1, -3, ., -3, -3
COc1ccc(-c2oc(=O)c3cc(OC)c(OC)cc3c2-c2cc(F)cc(OC)c2)cc1
  5, -2, -0.1, 27, 5, 4, 0, .
COc1ccc(/C=N/Nc2cn[nH]c(=O)c2Cl)cc1
  ., 6, 0.1, -16, -7, ., ., 3
CC[C@@H]1Cc2[nH][nH]c(=O)c2[C@@H](c2ccc(F)cc2)O1
  ., 1, 0.0, 17, -6, ., ., .
COC(=O)CNC(=O)C(Cc1c[nH]c2ccccc12)NC(=O)Oc1ccccc1 (stereo unspecified)
  ., ., 0.0, -15, 7, 7, ., 0
C[C@H]1CCCCO[C@H](CN(C)C(=O)Nc2ccc3c(c2)OCO3)[C@@H](C)CN([C@@H](C)CO)C(=O)c2cc(NS(C)(=O)=O)ccc2O1
  ., -2, -0.1, -24, 11, 4, 1, -3
CCCCC(=O)N(C)c1c(CC)nc2c(OCc3ccccc3C)cccn12
  -21, 2, 0.0, 15, 2, ., 0, .
CCCN(C(=O)CSc1nnc(-c2ccc3c(c2)OCO3)o1)C1CCS(=O)(=O)C1 (stereo unspecified)
  7, 1, 0.3, 0, -4, 11, -1, .
COc1cc2cc(C#N)c(SCC(=O)Nc3cc(C)on3)nc2cc1OC
  2, -4, 0.0, 6, 0, -6, 2, -11
CN1C(=O)c2cc(NC(=O)c3ccc(F)cc3)ccc2OC[C@@H]2O[C@H](CC(=O)NCC3CC3)CC[C@H]21
  9, -1, 0.2, -12, 3, 7, 3, -4
Cc1ccc(C(=O)N2CCN(c3ccccc3Cl)CC2)cc1[N+](=O)[O-]
  ., 3, -0.4, 7, 2, ., ., 1
CCCCN(CCCNC(=O)C1CCN(S(=O)(=O)N2CCOCC2)CC1)c1ccccc1
  9, 0, ., -2, -1, ., -4, -3
O=C(O)c1ccccc1OC(C(=O)Nc1cc(Cl)cc(Cl)c1)c1ccccc1 (stereo unspecified)
  -8, 0, 0.0, 0, -4, 7, -2, -13
Cc1noc(C)c1NC(=O)N(C)C[C@H]1Oc2c(NS(=O)(=O)c3cn(C)cn3)cccc2C(=O)N([C@H](C)CO)C[C@H]1C
  -15, 0, -1.0, -4, -24, -1, -4, 1
